Screening results: PubChem BioAssay, several laboratories
DNMT1 inh – human DNMT1 methyltransferase inhibitors, primary screen, biochemical, molecular beacon, fluorescence, HinP1I cleavage, uHTS. DNA (cytosine-5)-methyltransferase 1 (Homo sapiens), P26358. inhibition (reported as % activation of signal), % at 10 µM. actives 0.83% (n = 360,000). AID 588458, 2011; in the data active = inhibition above about 50%
Rin1-Abl PPI inh – inhibitors of Rin1-Abl protein binding, primary screen, biochemical, TR-FRET. Tyrosine-protein kinase ABL1 (Homo sapiens) + Ras and Rab interactor 1 (Homo sapiens), …. inhibition, % at 7.35 µM. actives 0.4% (n = 360,000). AID 588664, 2011; in the data active = inhibition above about 5%, passing the limit was not always enough
NadD block – inhibitors of S. aureus NadD, primary screen, biochemical, colorimetric, uHTS. actives 0.78% (n = 360,000). inhibition, % at 20 µM. purified NadD enzyme, colorimetric absorbance read-out. Nicotinate-nucleotide adenylyltransferase NadD (Staphylococcus aureus N315); in the data active = inhibition above about 26%; note: some compounds past the cut are filed as inactive
Scp-1 inhibitor – Scp-1 phosphatase inhibitors, primary screen, biochemical, colorimetric, uHTS | Carboxy-terminal domain RNA polymerase II polypeptide A small phosphatase 1 (Homo … | actives 0.88% (n = 340,000) | Recombinant Scp1, phosphopeptide, malachite green phosphate absorbance | inhibition, % at 20 µM;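 active = inhibition above about 50% at 20 µM, limit read from the data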;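 note: plate controls were DMSO wells with enzyme for no effect and wells lacking enzyme for full effect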
Target sequence (Q9GZU7 76-261 limits assumed): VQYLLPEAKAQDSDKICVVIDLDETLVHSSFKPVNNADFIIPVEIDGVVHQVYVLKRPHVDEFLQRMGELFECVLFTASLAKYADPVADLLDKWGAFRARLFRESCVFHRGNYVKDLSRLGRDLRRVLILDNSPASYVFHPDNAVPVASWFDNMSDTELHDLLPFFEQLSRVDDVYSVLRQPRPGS
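Times: enzyme reaction 45 min at room temperature, colour 5 min, stabilisation 30 min. Material: SCP-1 catalytic fragment, aa 76-261. Medium: Acidic Tris acetate buffer with magnesium and detergent. Signal: colorimetric free-phosphate detection, absorbance 630 nm. Read-out basis: % inhibition of SCP-1 phosphate liberation. Reagent: Phosphorylated 17-residue peptide substrate.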
LMPTP inh – LMPTP phosphatase inhibitors, primary screen, biochemical, fluorescence intensity, uHTS; Low molecular weight phosphotyrosine protein phosphatase (Homo sapiens), P24666; recombinant LMPTP-A, OMFP fluorogenic substrate; inhibition, % at 20 µM; actives 0.22% (n = 360,000); AID 651560, 2012;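 active = compounds that cut the enzyme signal by at least half of the control window in the single-dose screen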;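 note: plate controls were DMSO wells with enzyme plus substrate for no effect and substrate without enzyme for full effect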
Target sequence (P24666 whole entry, looked up): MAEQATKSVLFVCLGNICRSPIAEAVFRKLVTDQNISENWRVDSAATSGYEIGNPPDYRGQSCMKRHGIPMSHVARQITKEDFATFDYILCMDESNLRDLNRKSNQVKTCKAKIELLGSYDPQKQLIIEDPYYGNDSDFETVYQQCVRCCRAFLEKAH
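Test system – LMPTP-A phosphatase enzyme · Quantity – 0.625 nM LMPTP-A final · Reagent – OMFP substrate, 400 µM final · Dosing – one test concentration per compound, 20 µM, with 3% DMSO overall · Timing – 50 min enzyme reaction at room temperature, protected from light · Detection – fluorescence intensity · Controls – substrate-only low control, DMSO enzyme-plus-substrate high control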
STEP inh – STEP phosphatase inhibitors, primary screen, biochemical, fluorescence intensity, uHTS. Tyrosine-protein phosphatase non-receptor type 5 (Homo sapiens), P54829. recombinant STEP, OMFP fluorogenic substrate. inhibition, % at 20 µM. actives 0.25% (n = 360,000);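 active = inhibition at 20 µM, scaled per plate between control wells, above about 37%, limit read from the data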;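 note: 0% = DMSO with enzyme and substrate and 100% = substrate only without enzyme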
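Material: STEP (striatal-enriched tyrosine phosphatase) enzyme, cell-free; Compound dosing: 20 µM single dose in 1% DMSO; Technique: fluorescence read at 480 nm ex / 540 nm em; Times: reaction 20 min, ambient temperature; Medium: 50 mM Bis-Tris pH 6.0 with 2.5 mM DTT and 0.005% Tween 20; Also added: OMFP at 25 µM.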
SUMO1 PPI mod – modulators of SUMO1 protein-protein interactions, primary screen, biochemical, uHTS; Small ubiquitin-related modifier 1 (Homo sapiens), P63165; AID 602429, 2012; inhibition, % at 20 µM; actives 0.33% (n = 360,000); SUMO1 binding to a labelled peptide, TR-FRET, 1 h; in the data active = inhibition above about 37%
Target sequence (P63165 whole entry, looked up): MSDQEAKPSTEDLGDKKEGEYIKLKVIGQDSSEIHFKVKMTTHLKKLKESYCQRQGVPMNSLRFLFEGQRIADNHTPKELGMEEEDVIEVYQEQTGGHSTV
Rpn11 block – Rpn11 (PSMD14) deubiquitinase inhibitors, primary screen, biochemical, fluorescence polarization, uHTS; 26S proteasome non-ATPase regulatory subunit 14 (Homo sapiens), O00487; actives 0.59% (n = 360,000); AID 588493, 2011; calls only at 20 µM; human 26S proteasome, Ub4-pepOG fluorescence polarization; 20S core pre-blocked with epoxomicin;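 active = inhibition at 20 µM, scaled to each plate's controls, above about 33%, limit read from the data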
CSN inh – inhibitors of CSN-mediated cullin deneddylation, primary screen, biochemical, fluorescence polarization, uHTS; Purified CSN, SCF-Nedd8-OG deneddylation; inhibition, % at 12.5 µM; actives 0.38% (n = 360,000); AID 651999, 2013;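 active = pattern-corrected inhibition above about 35%, with an unprinted fluorescence ratio check between 0.5 and 1.5, limit read from the data, passing the limit was not always enough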;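 note: 0% = enzyme with substrate and 100% = substrate without enzyme; some results filed as inactive read as strong as hits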
Target sequence (Q92905 whole entry, looked up, one chain of several): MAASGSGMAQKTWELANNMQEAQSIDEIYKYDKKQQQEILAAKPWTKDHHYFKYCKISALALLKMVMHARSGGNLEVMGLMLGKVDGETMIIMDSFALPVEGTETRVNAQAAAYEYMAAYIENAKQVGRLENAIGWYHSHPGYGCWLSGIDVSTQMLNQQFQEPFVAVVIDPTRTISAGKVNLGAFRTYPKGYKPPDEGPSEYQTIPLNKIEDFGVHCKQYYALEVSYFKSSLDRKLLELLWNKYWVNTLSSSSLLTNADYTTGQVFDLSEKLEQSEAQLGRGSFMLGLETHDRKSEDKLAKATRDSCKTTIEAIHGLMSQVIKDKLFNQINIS
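Assay system: purified human Csn5 enzyme expressed in HEK293T cells; measure: % inhibition; also added: SCFSkp2-Nedd8OG substrate at 10 nM final; technique: fluorescence polarization; times: reaction 90 min, room temperature; medium: Tris buffer pH 7.5, NaCl, DTT, Tween-20, trehalose, ovalbumin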
Neddylation inh – inhibitors of cullin neddylation, primary screen, biochemical, TR-FRET, uHTS, NAE and Ubc12; NEDD8-conjugating enzyme Ubc12 (Homo sapiens) + NEDD8-activating enzyme E1 regulatory …; actives 0.58% (n = 360,000); calls only at 25 µM; in the data active = inhibition above about 36%
* marks the source's active call; other numbers are inactive results; i = inactive; / = no result given; + = active, no number; & = joins results of further samples.

Values in the order: Neddylation inh, Scp-1 inhibitor, STEP inh, Rin1-Abl PPI inh, DNMT1 inh, Rpn11 block, LMPTP inh, CSN inh, NadD block, SUMO1 PPI mod
O=C(COc1ccc(F)cc1)Nc1nnc(-c2ccncc2)s1
→ i, 3, 0, -4, 3, i, -0.2, 2, -3, -2
O=S(=O)(NCc1ccccn1)c1ccccc1
→ i, -5, 1, 1, 1, i, -0.6, -1, 3, 1
Cn1c(CNC(=O)c2ccco2)nnc1SCC(=O)N1CCN(c2ccccc2)CC1
→ i, -5, 1, 1, -1, i, -1.3, 2, -2, 2
Cc1cccc(C)c1NC(=O)C(c1cc2ccccc2o1)N1CCN(C)CC1 (configuration not stated)
→ i, /, /, /, /, /, -2.9, 2, /, -2
Cc1cccc(-c2n[nH]c(=S)n2/N=C/c2ccc(C)s2)c1
→ i, 4, 6, 0, 6, i, -0.6, 0, 11, -6
Cc1cccc(N2CC(O)(c3cccs3)[N+]3=C2CCCCC3)c1 (configuration not stated)
→ i, -4, 2, -5, 0, i, 0.1, 3, -10, 0
COc1ccc2nc(N3CCCC(O)C3)c(C#N)cc2c1 (configuration not stated)
→ /, 3, 3, -6, -7, i, -0.4, 4, -4, -6
Cc1cccc(NC(=S)NC2CCN(Cc3ccccc3)CC2)c1C
→ i, 8, -2, -3, 4, i, -1.8, -10, 1, -1
O=C(COC(=O)Cn1cc(C(F)(F)F)ccc1=O)Nc1ccc(Br)cc1F
→ i, 0, -1, -3, 2, i, 0.7, -5, 3, -1
CC(=O)C1=C(C)NC(=O)NC1c1cc(Br)ccc1OCC(N)=O (configuration not stated)
→ i, 5, 1, 1, -13, i, 0.4, 4, 7, 4
Nc1nc(SCC(=O)c2ccc(F)cc2)n[nH]1
→ i, -5, 1, 3, 0, i, -1.1, -11, -2, -2
O=C(OCC(=O)c1ccc[nH]1)c1cncc(Br)c1
→ i, 3, -5, 1, 16, i, 1.4, 2, -9, 3
CCNC(=O)COC(=O)c1csc2c1CCCC2
→ i, -10, -3, -2, -1, i, -0.5, -10, -2, 3
CCOC(=O)c1c(NC(=O)C2c3ccccc3Oc3ccccc32)sc(C(=O)N(CC)CC)c1C
→ i, -13, 4, -2, -12, i, 7.6, 4, 19, -6
CCOc1ccc(NC(=O)c2ccc(OC)cc2)cc1
→ i, -2, -9, 6, 0, i, -0.9, -2, -3, 1
CC1=C(C(=O)OC2CCCCC2)C(c2ccccc2)NC(=O)N1 (configuration not stated)
→ i, -14, -2, -1, 0, i, 0.3, 0, 1, 3
COC(=O)c1ccc(NC(=O)CCN2CCN(c3ccccc3)CC2)cc1
→ i, -5, 3, 2, 1, +, -1.2, -1, -7, 4
Cc1cc(C)c(S(=O)(=O)n2c([N+](=O)[O-])cnc2C)cc1C
→ i, -15, -3, 3, 3, i, -1.1, -6, -2, -2
O=C(c1cnccn1)N1CCCC(N2CCN(c3cccc(Cl)c3)CC2)C1 (configuration not stated)
→ i, -5, 0, -2, 0, i, -1.5, -5, -4, 4
COc1cc(Cc2cnc(N)nc2N)cc(OC)c1OC
→ i, -11&-6, -2&-2, 0&-5, 3&0, i, 20&18, -2&-2, -1&2, 5&-3

An excerpt from above in order of molecular weight, low to high:
Values in the order: Neddylation inh, Scp-1 inhibitor, STEP inh, Rin1-Abl PPI inh, DNMT1 inh, Rpn11 block, LMPTP inh, CSN inh, NadD block, SUMO1 PPI mod
CCNC(=O)COC(=O)c1csc2c1CCCC2
→ i, -10, -3, -2, -1, i, -0.5, -10, -2, 3
CCOc1ccc(NC(=O)c2ccc(OC)cc2)cc1
→ i, -2, -9, 6, 0, i, -0.9, -2, -3, 1
O=C(OCC(=O)c1ccc[nH]1)c1cncc(Br)c1
→ i, 3, -5, 1, 16, i, 1.4, 2, -9, 3
CC1=C(C(=O)OC2CCCCC2)C(c2ccccc2)NC(=O)N1 (configuration not stated)
→ i, -14, -2, -1, 0, i, 0.3, 0, 1, 3
COC(=O)c1ccc(NC(=O)CCN2CCN(c3ccccc3)CC2)cc1
→ i, -5, 3, 2, 1, +, -1.2, -1, -7, 4
CC(=O)C1=C(C)NC(=O)NC1c1cc(Br)ccc1OCC(N)=O (configuration not stated)
→ i, 5, 1, 1, -13, i, 0.4, 4, 7, 4
O=C(c1cnccn1)N1CCCC(N2CCN(c3cccc(Cl)c3)CC2)C1 (configuration not stated)
→ i, -5, 0, -2, 0, i, -1.5, -5, -4, 4
O=C(COC(=O)Cn1cc(C(F)(F)F)ccc1=O)Nc1ccc(Br)cc1F
→ i, 0, -1, -3, 2, i, 0.7, -5, 3, -1
CCOC(=O)c1c(NC(=O)C2c3ccccc3Oc3ccccc32)sc(C(=O)N(CC)CC)c1C
→ i, -13, 4, -2, -12, i, 7.6, 4, 19, -6

Next structures.
Values in the order: Neddylation inh, Scp-1 inhibitor, STEP inh, Rin1-Abl PPI inh, DNMT1 inh, Rpn11 block, LMPTP inh, CSN inh, NadD block, SUMO1 PPI mod
CC(C)(C)CC(=O)Nc1nnc(SCC(=O)Nc2ccccc2F)s1
→ i, -3, 0, 2, 0, i, 0.0, -4, -3, 1
COC(=O)C(C)N(C(=O)c1ccc(Cl)cc1)c1c(C)cccc1C (configuration not stated)
→ i, -1, 1, -1, -3, i, 1.6, 8, -5, 2
CC(=O)c1ccc(N2CCN(c3ncccn3)CC2)cc1
→ i, -5, -3, 0, 6, i, 0.8, 0, -1, -4
Cc1nn(-c2ccccc2Cl)c2sc(C(=O)Nc3nnc(C4CC4)s3)cc12
→ i, -3, -2, -1, 12, i, -0.7, 3, -3, -1
C/C(CC(=O)NC(C)(C)C)=N\NC(N)=S
→ i, 1, -2, 0, 0, i, 1.1, -1, 2, -2
C=CCSc1nnc(NC(=O)CSc2nc(CCC)cc(=O)[nH]2)s1
→ i, 53*, -2, -1, -1, i, -1.0, -1, 2, 0
COc1cccc(CNc2ccc(C)c(Cl)c2)c1
→ i, -4, -4, 0, 0, i, 3.9, -6, -4, 4
CCSc1nnc(NC(=O)C2CSC3(C)CCC(=O)N23)s1 (configuration not stated)
→ i, 0, 0, 0, 5, i, 0.0, -4, -4, 5
CCN(c1ccc(C)cc1)S(=O)(=O)c1nnc(NC(=O)c2ccco2)s1
→ i, 16, -1, 2, 9, i, 0.7, 7, 11, 7
O=C(NCc1ccccn1)c1cccc(NS(=O)(=O)c2ccccc2)c1
→ i, -4, 2, -1, -1, i, -1.7, -5, -2, 2
COc1ccc(-c2nc3ccc(C(=O)NCCCN4CCOCC4)cc3nc2-c2ccc(OC)cc2)cc1
→ +, -9, 0, -5, -13, i, 1.2, 1, -3, -27
COc1ccc(N2CCN(CC(=O)NC(C)c3ccccc3)CC2)cc1 (configuration not stated)
→ i, 11, 2, -1, 0, i, -3.3, -2, -5, 0
COc1cccc(C(=O)NCCNC(=O)c2cnccn2)c1
→ i, -1, -3, 0, 0, i, 0.0, 3, 2, 0
CCOC(=O)Cc1csc(NC(=O)c2ccc([N+](=O)[O-])cc2[N+](=O)[O-])n1
→ i, -8, -3, -1, -10, i, 1.3, 0, 3, -22
O=C(Cn1ncc2c([nH]c3ccccc32)c1=O)N1CCCCC1
→ i, -3, -1, -3, -2, i, 1.5, 0, 0, 0
Cc1cc(OCC(=O)N(C)c2c(N)n(Cc3ccccc3)c(=O)[nH]c2=O)c(C(C)C)cc1Cl
→ i, -5, 4, 0, 9, i, 1.6, 1, 12, -1
C=CCn1c(C)cc(-c2csc(NCC)n2)c1C
→ i, 7, -2, 2, 20, i, 8.6, -8, 18, -12
COCc1ccc(C(=O)N2CCCC(C(=O)c3ccc(SC)cc3)C2)o1 (configuration not stated)
→ i, -1, 0, -17, 3, i, -1.1, -3, -4, 3
COC(=O)c1ccc(CSc2nncn2C)cc1
→ i, -14, 0, 0, -3, i, 1.2, 3, 5, -1
CN[C@H]1C[C@H]2c3cc(N4CCN(C)CC4)ccc3CCN2C(=O)[C@H]1[C@H](C)O
→ i, /, -3, -4, 0, i, -3.8, 2, -4, -4
CCCC1=C(C(=O)OCC)C(c2cccnc2)n2nc(C)nc2N1 (configuration not stated)
→ i, -5, 0, 0, 0, i, -0.5, 4, -2, 15
CCOc1c(Br)cc(/C=C(\C#N)C(=O)NC2CC2)cc1OC
→ i, -5, -1, -3, -1, i, 0.0, 2, -9, -11
C/C(=N\NC(N)=S)c1ccc2c(c1)OCCO2
→ i, 0, -1, 0, 0, i, 0.3, 1, 2, -3
CC(=O)Oc1ccc(C(=O)Nc2cccc3c2CCCC3)cc1
→ i, 0, -2, 0, 0, i, -2.2, 1, -1, 1
Cc1c(C(=O)N2CCCCCC2)c(S(=O)(=O)Nc2cccc(F)c2)c(C)n1C
→ i, -11, -2, -1, 0, i, 0.8, 0, -2, -3
Cc1ccc(S(=O)(=O)N2CCCNCC2)cc1
→ i, -7, 1, 2, 1, i, -2.1, 3, -6, 8
CNc1nc(Nc2ccc(C)c(Cl)c2)c2cnn(C)c2n1
→ i, 3, -3, -3, -6, i, 1.6, -1, -9, 7
Nc1c(S(=O)(=O)c2cccs2)c2nc3ccccc3nc2n1Cc1ccc2c(c1)OCO2
→ i, 8, -4, -2, -16, i, 4.4, -6, 25, -17
O=C(CSc1nc(=O)n(CCN2CCOCC2)c2c1CCCC2)Nc1ccc([N+](=O)[O-])cc1
→ i, -5, 1, -4, 0, i, -0.5, -4, 2, -24
NS(=O)(=O)c1ccc(CNC(=O)C2CCCCC2)cc1
→ i, -2, 3, -1, 0, i, -0.5, -10, -8, 0
COc1cccc(/C=N/Nc2nc(N3CCCC3)nc(N3CCCC3)n2)c1O
→ i, -6, 1, 0, -8, i, 2.4, -1, 2, -2
c1ccc(-c2onc3cc4c(cc23)OCCO4)cc1
→ i, -5, 2, -4, -7, i, 0.3, 0, -8, -13

Compounds were not picked by outcome; overall some 3.8% were active at least once.
